Assay outcomes as filed in PubChem.
Tau fil binding: binders of human tau filaments. P10636. recombinant tau filaments, thioflavin S fluorescence, 15 h; filaments grown with octadecylsulfate alongside compound. Potency, µM (top dose mostly 57.1 µM), for inactives: at the highest dose activity change, negative = inhibition. 71,000 tested, 2% active;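 note: potency is the fitted concentration of half-maximal effect; % is set by controls: 0 for no effect and ±100 for the full control effect; actives lower thioflavin S fluorescence by blocking filaments or displacing dye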
Target sequence (P10636 whole entry, looked up): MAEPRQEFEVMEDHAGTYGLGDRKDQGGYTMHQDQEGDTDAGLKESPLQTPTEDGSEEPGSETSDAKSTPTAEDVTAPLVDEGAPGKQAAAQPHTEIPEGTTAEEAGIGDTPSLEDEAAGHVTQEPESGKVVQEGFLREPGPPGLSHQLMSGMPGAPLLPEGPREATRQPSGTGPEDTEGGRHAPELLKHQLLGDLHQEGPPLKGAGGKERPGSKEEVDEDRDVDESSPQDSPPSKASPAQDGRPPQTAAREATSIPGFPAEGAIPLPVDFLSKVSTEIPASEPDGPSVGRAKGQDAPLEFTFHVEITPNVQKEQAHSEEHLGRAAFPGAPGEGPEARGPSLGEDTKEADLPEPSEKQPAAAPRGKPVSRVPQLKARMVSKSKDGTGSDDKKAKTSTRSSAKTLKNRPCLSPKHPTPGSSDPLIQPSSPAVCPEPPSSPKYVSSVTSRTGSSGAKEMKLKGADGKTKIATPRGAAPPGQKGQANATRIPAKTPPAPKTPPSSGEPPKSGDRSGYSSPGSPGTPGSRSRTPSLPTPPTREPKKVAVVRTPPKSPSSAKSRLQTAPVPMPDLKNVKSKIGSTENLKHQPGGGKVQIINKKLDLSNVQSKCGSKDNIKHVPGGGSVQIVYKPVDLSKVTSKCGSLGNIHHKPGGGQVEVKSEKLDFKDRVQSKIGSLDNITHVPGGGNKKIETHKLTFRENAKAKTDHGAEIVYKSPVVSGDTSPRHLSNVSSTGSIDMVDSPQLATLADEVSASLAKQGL
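His-tagged recombinant human tau (exons 2, 3, 10; 1 uM final) fibrillized with 30 uM sodium octadecylsulfate, 15 h at 37 C, in pH 7.4 HEPES buffer with 10 uM thioflavine S and 5 mM DTT. Reduced ThS fluorescence (450/510 nm) marks activity.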
Luciferase inh: firefly luciferase inhibition; P08659; Potency, µM (series often up to 57.1 µM), for the others: top-dose activity change, negative = inhibition, usual class: inhibitors; 72,000 tested, 2.2% active; purified firefly luciferase, luminescence, 8 min; note: potency is the fitted concentration of half-maximal effect; % is set by controls: 0 for no effect and ±100 for the full control effect; nearly all actives have a fitted effect of over 40% in size
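Compounds were tested as concentration series (qHTS) against purified P. pyralis luciferase with luciferin and 10 uM ATP in 50 mM imidazole pH 7.2, 50 mM KCl, 7 mM MgCl2, 0.01% Tween 20, 0.05% BSA. Luminescence was read after 8 min at ambient temperature.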
Pol III holo inh: DNA polymerase III holoenzyme inhibition; reconstituted DNA polymerase III holoenzyme replication, biochemical; Potency, µM (series often up to 57.1 µM), for inactives: top-dose activity change, negative = inhibition; 71,000 tested, 0.25% active; AID 603; note: potency is the fitted concentration of half-maximal effect; % is set by controls: 0 for no effect and ±100 for the full control effect
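Reconstituted *E. coli* holoenzyme (0.35 nM Pol III, 1 nM beta, 154 nM SSB, 2 nM primase) was preincubated with compound for 15 min at RT. Synthesis on 1.4 nM ssM13Gori ran 35 min, then was stopped with PicoGreen/EDTA and read as dsDNA fluorescence.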
15-hLO inh: 15-hLO (ALOX15) enzyme inhibition | purified 15hLO-1, xylenol orange hydroperoxide absorbance | AID 887 | Potency, µM (doses to about 57.1 µM), without a hit: at the top dose activity change, negative = inhibition, actives largely listed as inhibitors | 74,000 tested, 1.4% active; note: potency is the fitted concentration of half-maximal effect; % is set by controls: 0 for no effect and ±100 for the full control effect; nearly all actives have a fitted effect of over 55% in size
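Inhibition is scored from a chromogenic endpoint. After 15 min enzyme-compound contact, arachidonic acid (50 uM final) reacts 6 min with 40 nM 15hLO-1 at room temperature, then Fe-XO reagent is added for 30 min and absorbance ratio recorded.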
GFP derepression: epigenetic modulators derepressing GFP locus in mouse cells | mouse C127i GFP locus derepression, cytometry, 30 h | Potency, µM (highest dose often 46.1 µM), without a hit: top-dose GFP derepression (activation) | 68,000 tested, 0.09% active | AID 597; note: % of control where 0% means no effect
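Derepression screen: silenced CMV-GFP reporter in murine C127i cells, 30 h compound incubation at 37 C, washed cells imaged by laser-scanning cytometer to enumerate GFP-expressing objects of 20 to 120 um.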
HADH2 inh: HADH2 (human) dehydrogenase inhibition; Q99714; recombinant HADH2, NADH fluorescence, beta-hydroxybutyryl-CoA; Potency, µM (highest dose often 57.1 µM), for inactives: at the highest dose activity change, negative = inhibition, most hits filed as inhibitors; 73,000 tested, 3.4% active; note: potency is the fitted concentration of half-maximal effect; % is set by controls: 0 for no effect and ±100 for the full control effect; nearly all actives have a fitted effect of over 60% in size; many of its hits are not listed in these tables
Target sequence (Q99714 whole entry, looked up, one chain of several): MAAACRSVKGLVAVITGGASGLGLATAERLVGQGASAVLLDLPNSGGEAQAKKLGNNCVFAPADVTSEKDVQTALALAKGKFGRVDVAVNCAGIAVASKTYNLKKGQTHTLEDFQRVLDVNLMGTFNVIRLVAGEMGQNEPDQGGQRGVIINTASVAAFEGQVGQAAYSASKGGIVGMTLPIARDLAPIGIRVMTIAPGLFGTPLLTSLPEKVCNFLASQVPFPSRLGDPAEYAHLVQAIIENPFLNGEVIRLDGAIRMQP
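Read-out: 360 nm excitation, 450 nm emission, kinetic over 4 min. Conditions: His-tagged human HADH2 20 nM, pH 9.0 Tris with Tween-20, 1 mM NAD+, 90 uM beta-hydroxybutyryl-CoA.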
HBB splice mod: hemoglobin beta splicing modulation; HBB splicing reporter cell assay, activation; EGFP reporter with mutant IVS2-654 intron; response scale: normalised to 500 nM splice-correcting PNA; Potency, µM (doses to about 46.1 µM), for the others: at the top dose activation, actives largely listed as activators; 65,000 tested, 0.06% active; AID 925; note: potency is the fitted concentration of half-maximal effect; 0% is about no effect
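Compounds were applied for 2 days to HeLa EGFP-654 cells, 500/well in Optimem with 2% FCS. The reporter's EGFP is disrupted by mis-splicing of beta-globin intron IVS2-654. Readout: summed well GFP fluorescence from 488 nm laser scanning; reference was 500 nM antisense […] 654 PNA.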
Hsp90 Hop PPI: changes Hsp90-Hop TPR2A binding signal, up or down; AlphaScreen TPR2A-His6 binding biotin-Hsp90 C-terminal peptide; Potency, µM (highest dose often 57 µM), for the others: top-dose activity change, negative = inhibition; 71,000 tested, 0.44% active; active = well fitted curve in either direction with a large enough effect; inconclusive = small, poorly fitted or top-dose-only effect, or another doubt; note: potency is the fitted concentration of half-maximal effect; % is set by controls: 0 for no effect and ±100 for the full control effect; many of its hits are not listed in these tables
ERK AVP block: vasopressin-driven ERK pathway inhibition; AID 995; HEK293-V1b, vasopressin-stimulated pERK AlphaScreen; Potency, µM (highest dose often 57.5 µM), for inactives: at the highest dose activity, negative = inhibition, usual class: inhibitors; 72,000 tested, 0.99% active; note: potency is the fitted concentration of half-maximal effect; % is set by controls: 0 for no effect and ±100 for the full control effect; nearly all actives have a fitted effect of over 55% in size
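V1b-HEK293 cells; cpd 30 min 37C; 25 nM vasopressin 5 min; lyse 10 min; AlphaScreen beads 5 hr RT. Normalized to DMSO basal and 25 nM vasopressin; AC50 by Hill fit.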
CRE Fsk mod: alters forskolin-stimulated CRE reporter signaling in CHO cells | CHO CRE-bla reporter (cAMP response element driving beta-lactamase), forskolin EC10, beta-lactamase ratio | 71,000 tested, 2.5% active | Potency, µM (titrated, usually from 38.2 µM), for inactives: at the highest dose activity change, negative = inhibition, most hits filed as activators; active = well fitted activation curve with a large enough effect in the signal ratio, with a control signal flat, not every such curve was filed as active; inconclusive = small, poorly fitted or top-dose-only effect, or effect the other way, or a change in a side signal; the % refers to the signal ratio; note: potency is the fitted concentration of half-maximal effect; % of control where 0% means no effect
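AC50 values, positive or negative, reflect shifts in EC10 NKH 477-induced CRE-bla reporter activity in CHO cells. Incubation lasted 3 h at 37 °C before CCF4 substrate (2 h, room temperature) and ratiometric 460/530 nm reading.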
Ub-GFP proteasome: proteasome inhibitors stabilizing ubiquitin-GFP reporter | Ubiquitin-GFP reporter cells, proteasome inhibition, GFP fluorescence; response scale: untreated = 0%, 10 µM MG-132 = 100% | 67,000 tested, under 10 active | Potency, µM (highest dose often 45.9 µM), inactives show at the top dose activation (GFP accumulation), hits mostly activators; active = well fitted activation curve with a large enough effect, not every such curve was filed as active; inconclusive = small, poorly fitted or top-dose-only effect, or another doubt; inactive = no such curve, though single readings can be large or run the other way; note: potency is the fitted concentration of half-maximal effect
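U2OS cells stably expressing ubiquitin(G76V)-GFP, seeded overnight in 0.5% FBS medium, were exposed to compounds (qHTS, 46 uM to 2.9 nM) for 4 hr at 37 °C. GFP-positive cells were counted by laser cytometry (488 ex/515 em), normalized between basal and 10 uM MG-132.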
Starred values were filed as active, the others as inactive; ? = inconclusive; . = not tested or not shown; [ ] = dose if it differs, or a comment. Unless noted, calls come from the whole dose curve; as a rule, active = well fitted curve in the direction sought with a large enough effect; inconclusive = small, poorly fitted or top-dose-only effect, or another doubt; inactive = no such curve, though single readings can be large; an effect the other way counts as inactive or inconclusive. A portion of the library; count on the stated rates, not on these rows.

mol	Tau fil binding	Luciferase inh	Pol III holo inh	15-hLO inh	GFP derepression	HADH2 inh	HBB splice mod	Hsp90 Hop PPI	ERK AVP block	CRE Fsk mod	Ub-GFP proteasome
CS(=O)(=O)c1ccc2nc(N)sc2c1	-6%	-3%	-2%	-6%	3%	-24%	0.9%	-2%	-15%	-25%	-6%
O=C1c2ccccc2C(=O)N1Cc1nc2ccccc2o1	1%	6%	-5%	6%	14%	4%	-0.2%[57.5 µM]	-1%	-20%	3%	-2%
CCCn1c(SCC(=O)Nc2nc3c(s2)CCCC3)nc2c1c(=O)n(C)c(=O)n2C	-1%	4%	-1%	10%	0%	12%	-0.4%[57.5 µM]	-2%	-24%	?	-1%
CCOC(=O)c1ccccc1Nc1cc(C)nc2nc(C)nn12	19%	1%	-4%	-3%	7%	-9%	-0.3%	-2%	-16%	13µM*	-6%
Cc1nn(-c2ccc(F)cc2)c2sc(C(=O)N3CCCCCC3)cc12	8%	2%	-3%	-3%	-3%	16%	-2.1%	?	21%	1µM*	-2%
COc1ccc(CNC(=O)c2ccc(=O)oc2)cc1OC	41%	0%	-5%	12%	-3%	-2%	3.4%	3%	5%	21%	6%
CCOC(=O)c1sc(Nc2nc3c(OC)cccc3s2)nc1C	38%	16µM*	-3%	1%	11%	-19%	-0.4%	14%	-2%	10µM*	-11%
Cc1ccc(S(=O)(=O)NCCCCCC(=O)NC(C)(C)CO)cc1	-1%	1%	-1%	-13%	4%	11%	-0.6%	-7%	-10%	0%	4%
C=CCn1c(N)cc(=O)nc1SCC(=O)Nc1ccccc1	4%	-2%	1%	11%	-2%	-2%	.	-2%	16%	-3%	-1%
CS(=O)(=O)N(CCc1ccccc1)CC(=O)N1CCN(Cc2ccc3c(c2)OCO3)CC1	1%	1%	3%	10%	-3%	13%	-0.9%	-4%	-12%	-4%	2%
O=C(NC1CCN(C(=O)N2c3ccccc3Sc3ccccc32)CC1)c1ccco1	32%	1%	16%	?	0%	-4%	-0.2%[57.5 µM]	-12%	-8%	?	1%
O=C(NCc1cccnc1)c1noc2c1CCCCC2	3%	-1%	-4%	5%	-2%	3%	0.5%	-2%	7%	-4%	18%
Cc1ccc(C(O)c2nc3ccccc3n2C(C)C)cc1 (centres undefined)	2%	1%	-7%	-10%	1%	?	-0.7%	-4%	5%	-2%	1%
O=C(Nc1ccc(F)cc1F)c1cccnc1	-4%	-4%	-3%	21%	1%	12%	-0.2%[57.5 µM]	-1%	-4%	?	-6%
COc1ccc(CCNC(=O)CCCn2c(SCC#N)nc3ccccc3c2=O)cc1OC	7%	3%	-3%	2%	-3%	7%	2.4%	0%	-9%	?	-11%
CCn1cc(C(=O)Nc2ccc(-n3cnnn3)c(OC)c2)c(=O)c2ccc(C)nc21	2%	2%	1%	-4%	3%	0%	0.3%[57.5 µM]	0%	?	-4%	0%
Cc1cc(NC(=O)CN2CCN(c3ncccn3)CC2)no1	2%	1%	2%	-16%	-3%	-2%	.	-9%	-1%	0%	-1%
Cc1ccc(C(=O)NC2CC(C)(C)NC(C)(C)C2)c(C)c1	2%	-2%	-6%	10%	-3%	-2%	-0.1%[57.5 µM]	-1%	14%	-7%	0%
Cn1c(=O)c2c(ncn2CCSS(=O)(=O)O)n(C)c1=O	4%[11.4 µM]	4%[11.4 µM]	-6%[11.4 µM]	7%[11.4 µM]	8%[9.22 µM]	-4%[11.4 µM]	0.2%[9.22 µM]	-1%[11 µM]	-7%[11.5 µM]	4%[7.6 µM]	1%[9.17 µM]
Cn1c(=O)[nH]c(=O)c2c1nc(N1CCCCCC1)n2Cc1cccc2ccccc12	30%	1%	-1%	-17%	2%	19%	1.1%[57.5 µM]	-6%	-16%	?	0%
Cc1cc(-c2ccco2)n(CC(=O)O)n1	-4%	1%	1%	5%	11%	1%	3.1%	-2%	18%	-25%	-9%
Cn1c(CN2CCOCC2)nc2cc(NC(=O)c3ccc(F)cc3)ccc21	-3%	0%	0%	7%	3%	3%	-1.4%	-8%	-15%	25%	2%
O=C(CSc1n[nH]c(-c2ccncc2)n1)Nc1ccccn1	6%	-3%	-3%	-14%	2%	-14%	1.2%	-12%	7%	?	-3%
Cc1cc(/C=C(/C#N)c2cccc(F)c2)c(C)n1-c1cccnc1	53%	-18%	-4%	-23%	5%	-1%	2.0%	-13%	?	?	-2%
CC1CCN(C(=O)c2ccc3c(c2)OCCO3)CC1	-12%	-5%	-3%	10%	3%	5%	-0.3%	-2%	-18%	3%	5%
Cc1ccc(-c2cn(S(=O)(=O)c3cccc4nsnc34)nc2N)cc1	16µM*	-1%	1%	-13%	2%	-2%	-3.5%	?	-6%	-7%	0%
COc1ccc(CNc2cc(C)nc3ncnn23)c(OC)c1	-4%	3%	-2%	-1%	0%	-5%	-0.7%	-3%	-7%	25%	-4%
CCSc1nc(O)c(CC)c(=O)n1C(C)CC (centres undefined)	-1%	-1%	-2%	4%	-2%	-15%	-1.6%	-3%	-27%	6%	11%
CCOC(=O)Cc1cc(=O)n2[nH]c(C)cc2n1	3%	1%	-7%	-5%	3%	-6%	-1.4%	0%	-11%	-11%	-2%
CSc1nnc2c3c4c(sc3nc(-n3nc(C)cc3C)n12)COC(C)(C)C4	-4%	-2%	0%	3%	6%	-15%	1.9%[0.369 µM]	1%	-10%	?	.
c1ccc2c(c1)Cn1nnnc1-2	-5%	2%	-4%	10%	3%	-6%	1.6%[57.5 µM]	0%	-14%	2%	-2%
COc1ccccc1CNC(=O)C(NC(=O)C1CCCCC1)C(C)C (centres undefined)	2%	0%	-3%	12%	1%	0%	-3.1%	6%	16%	8%	-3%
O=C1NC(c2ccncc2)Nc2sc3c(c21)CCCC3 (centres undefined)	-9%	-5%	-6%	-24%	0%	?	1.7%	2%	-20%	6%	5%
COc1ncc2nc(-c3cc(F)cc(F)c3)c(=O)n(C[C@H]3CCCO3)c2n1	?	1%[11.4 µM]	0%	-18%	-3%[9.22 µM]	1%	2.1%	-3%	-7%	1%	5%
COC(=O)c1ccc(C23CC2(C(NP(=O)(c2ccccc2)c2ccccc2)c2ccccc2)C3)cc1 (centres undefined)	-12%	.	2%	.	.	6%	1.2%	30%	4%	-13%	.
O=C(c1ccc(Cl)cc1)c1ccccc1C(=O)N1CCOCC1	2%	3%	-15%	5%	-2%	5%	-0.6%	-2%	15%	?	2%
Cn1c(=O)[nH]c(=O)c2c1nc(CN1CCN(c3cccc(Cl)c3)CC1)n2Cc1ccccc1Cl	102%	1%	1%	-5%	.	-17%	-1.0%	-7%	.	8%	-7%
CN(C)CCCNCCCNC(=O)c1ccco1	4%	2%	-4%	28%	0%	9%	0.2%[57.5 µM]	1%	25%	0%	0%
Cc1cc(=O)oc2cc(OCC(O)CN3CCc4ccccc4C3)ccc12 (centres undefined)	13%	0%	5%	-4%	-1%	?	5.0%	-5%	-12%	-1%	-4%
Cc1cc(C)n2nc(S(=O)(=O)N(C)c3ccccc3)nc2n1	0%	4%	2%	2%	7%	-2%	-1.1%	-2%	-7%	2%	-3%
COc1ccc(CNC(=O)c2cc(-c3ccccc3O)n[nH]2)cc1	89%	4%	-9%	3%	-2%	-3%	8.0%[0.369 µM]	-3%	-2%	-7%	-2%
O=C(c1ccc(-n2cnnn2)cc1)N1CCN(C(c2ccccc2)c2ccccc2)CC1	20%	3%	-1%	0%	2%	1%	0.0%[57.5 µM]	-5%	-22%	-2%	0%
CCOC(=O)C1CCN(Cc2ccc(F)c(Br)c2)CC1	-9%	0%	-1%	0%	0%	-1%	-6.1%	5%	6%	-4%	-10%
COc1ccccc1N(CC(=O)NC1CCCCC1)C(=O)CCC(=O)Nc1ccccn1	-6%	2%	9%	5%	-1%	-2%	-1.9%	-2%	2%	-4%	0%
Cc1cc(N2CCCC2)nc(-c2ccccc2O)n1	-10%	0%	-7%	5%	2%	32µM*	-3.4%[57.5 µM]	3%	18%	13%	1%
CCCn1nc(C(=O)Nc2cc(C(=O)OC)ccc2C)c2ccccc2c1=O	-2%	3%	-4%	-2%	4%	6%	2.0%	4%	21%	?	6%
